Scp-1 inhibitor: Scp-1 phosphatase inhibitors, primary screen, biochemical, colorimetric, uHTS. Carboxy-terminal domain RNA polymerase II polypeptide A small phosphatase 1 (Homo …. Recombinant Scp1, phosphopeptide, malachite green phosphate absorbance. inhibition, % at 20 µM. actives 0.88% (n = 340,000);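 active means inhibition above about 50% at 20 µM, limit read from the data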;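 further: plate controls were DMSO wells with enzyme for no effect and wells lacking enzyme for full effect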
Target sequence (Q9GZU7 76-261 limits assumed): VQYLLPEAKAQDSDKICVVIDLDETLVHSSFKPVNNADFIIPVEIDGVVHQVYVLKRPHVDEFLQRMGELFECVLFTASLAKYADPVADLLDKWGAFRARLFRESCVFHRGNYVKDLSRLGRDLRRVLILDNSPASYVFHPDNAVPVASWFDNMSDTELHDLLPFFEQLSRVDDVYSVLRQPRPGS
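Incubation: 45 min enzyme reaction at room temperature / System: truncated SCP-1 phosphatase (76-261aa) / Reagent: Phospho 17-mer peptide substrate / Buffer or medium: Acidic Tris acetate buffer with magnesium and detergent / Signal: absorbance at 630 nm / Doses: one concentration, 20 µM, with 1.0% DMSO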
MsrA inhibitor: bovine MsrA enzyme inhibitors, primary screen, biochemical, absorbance, HTS. Methionine sulfoxide reductase A (Bos taurus). purified bovine MsrA, absorbance read-out. inhibition, % at 15.5 µM. actives 0.75% (n = 360,000). AID 651718, 2012; in the data active means inhibition above about 4.5%;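 further: 0% = vehicle wells with enzyme and 100% = reference inhibitor wells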
TbMetRS inhib: T. brucei MetRS inhibitors, primary screen, biochemical, luminescence; methionyl-tRNA synthetase (Trypanosoma brucei brucei); purified T. brucei MetRS, ATP depletion, Kinase-Glo luminescence; inhibition, % at 11.9 µM; actives 0.4% (n = 360,000); AID 624268, 2012;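 active means inhibition above a per-plate cutoff of the control wells' mean inhibition plus 3 SD, cut at about 5.5% in these data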;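 further: 0% = DMSO wells median and 100% = median of wells with control inhibitor compound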
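Measured by: Kinase-Glo luciferase luminescence reporting remaining unconsumed ATP. Material: purified T. brucei MetRS enzyme. Doses: 11.9 µM compound single dose, 0.9% DMSO. Medium: HEPES buffer containing pyrophosphatase, BSA, spermine, DTT. Times: 15 min preincubation, 2 h reaction, all 25 °C. Reagent: methionine, ATP and bulk E. coli tRNA.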
An asterisk follows results filed as active; · = not tested or not shown. Not all compounds are listed (hit frequency here may not be typical).

cpd | Scp-1 inhibitor | TbMetRS inhib | MsrA inhibitor | structure
1 | -7.9 | · | 1.3 | Cc1ccc2[nH]c3c(c2c1)CN(C(=O)CN1CCCCC1)CC3
2 | -20.5 | · | 0.1 | Cn1nc(C(=O)Nc2ccc(S(=O)(=O)NCc3ccco3)cc2)c2ccccc2c1=O
3 | 1.2 | · | 0.6 | CC[C@H](C)[C@@H]1NC(=O)c2cc([N+](=O)[O-])cc(I)c2SC[C@@H](C(N)=O)NC(=O)[C@H](CCCCN)NC1=O
4 | -2.2 | · | 0.4 | COc1ccc(C2C(C(=O)NCCN3CCOCC3)c3ccccc3C(=O)N2C2CCCCC2)cc1 (stereo not given)
5 | 7.2 | · | 0.3 | CC(C)=CCN1CCN(Cc2cn[nH]c2C2CCCCC2)CC1CCO (stereo not given)
6 | -6.5 | · | 0.6 | O=C1c2ccccc2S(=O)(=O)c2cc(N3CCC(C(=O)N4CCCCC4)CC3)ccc21
7 | -1.3 | · | 0.5 | Clc1ccc(C2[C@H]3CN(Cc4ccc(-c5ccccc5)cc4)[C@H](c4ccccc4)C34CC2(c2ccccc2)C4)cn1 (stereo not given in full)
8 | -2.5 | · | 0.6 | Cc1nnc2n1N=C(c1ccc3c(c1)NC(=O)CO3)CS2
9 | -6.5 | · | 0.6 | Cc1ccc(CNC(=O)CCC2CCCN(Cc3ccc4cccc(F)c4n3)C2)o1 (stereo not given)
10 | -1.6 | · | -0.5 | CCOC(=O)C1=C(C)N(CCCC(=O)O)C(=O)NC1c1ccccc1Cl (stereo not given)
11 | -5.0 | · | 1.3 | COc1ccc2[nH]c3c(N4CC(C)OC(C)C4)ncnc3c2c1 (stereo not given)
12 | -0.7 | · | 0.6 | COc1ccc(OC)c2c1C(=O)c1ccccc1C2=O
13 | -9.4 | · | -0.8 | O=C1c2ccccc2C(O)(Cc2ccccc2)N1C1CCCCC1 (stereo not given)
14 | 1.7 | · | 0.5 | COc1ccc(CCC(=O)Nc2cc(Cl)ccc2N2CCN(C)CC2)cc1
15 | -0.2 | · | -1.4 | CN(C)C(=O)OCc1c(-c2ccccc2)ncc2ccccc12
16 | -4.2 | · | 1.2 | CCCS(=O)(=O)N1CCN(S(=O)(=O)c2ccccc2[N+](=O)[O-])CC1
17 | -1.6 | · | -1.5 | N#Cc1ccc(C23CC4(C2)[C@H](CN(Cc2ccc(-c5ccccc5)cc2)[C@@H]4c2ccccc2)C3c2ccc(C(F)(F)F)cc2)cc1 (stereo not given in full)
18 | -3.0 | · | -1.1 | CN(C)CC(CCC(CN(C)C)C(O)(c1ccccc1)c1ccccc1)C(O)(c1ccccc1)c1ccccc1 (stereo not given)
19 | -1.7 | · | -0.9 | CCCOc1ccc(S(=O)(=O)N2C(=O)CC(=O)N(Cc3ccc(OCC)cc3)C2=O)cc1
20 | -7.6 | · | 0.6 | COc1ccc(-c2cc(C(=O)O)c3c(C)nn(-c4ccccn4)c3n2)cc1
21 | 6.0 | · | 3.2 | CN1CCc2nc(SCc3ccc(Cl)cc3)c(C#N)c(-c3cccs3)c2C1
22 | -4.5 | · | -0.2 | CC(C)CC1c2[nH]c3ccccc3c2CCN1C(=O)c1cnccn1 (stereo not given)
23 | -1.8 | -1.3 | 0.1 | CC[N+](CC)(CCO)CCCN1C(=O)C2CC=C(Cl)CC2C1=O (stereo not given)
24 | -1.0 | 0.3 | -1.0 | NS(=O)(=O)c1ccc(NC(=O)N2c3ccccc3Sc3ccccc32)cc1
25 | -5.9 | -0.5 | 0.1 | c1ccc(CN2C3=NCCCN3c3ccccc32)cc1

Taken from above.
Under MsrA inhibitor, `COc1ccc(CCC(=O)Nc2cc(Cl)ccc2N2CCN(C)CC2)cc1` has 0.5
Under Scp-1 inhibitor, `COc1ccc(OC)c2c1C(=O)c1ccccc1C2=O` has -0.7

15 entries from above, with tabs.
No.	canonical_smiles	Scp-1 inhibitor	TbMetRS inhib	MsrA inhibitor
11	COc1ccc2[nH]c3c(N4CC(C)OC(C)C4)ncnc3c2c1 (stereo not given)	-5.0	·	1.3
12	COc1ccc(OC)c2c1C(=O)c1ccccc1C2=O	-0.7	·	0.6
13	O=C1c2ccccc2C(O)(Cc2ccccc2)N1C1CCCCC1 (stereo not given)	-9.4	·	-0.8
14	COc1ccc(CCC(=O)Nc2cc(Cl)ccc2N2CCN(C)CC2)cc1	1.7	·	0.5
15	CN(C)C(=O)OCc1c(-c2ccccc2)ncc2ccccc12	-0.2	·	-1.4
16	CCCS(=O)(=O)N1CCN(S(=O)(=O)c2ccccc2[N+](=O)[O-])CC1	-4.2	·	1.2
17	N#Cc1ccc(C23CC4(C2)[C@H](CN(Cc2ccc(-c5ccccc5)cc2)[C@@H]4c2ccccc2)C3c2ccc(C(F)(F)F)cc2)cc1 (stereo not given in full)	-1.6	·	-1.5
18	CN(C)CC(CCC(CN(C)C)C(O)(c1ccccc1)c1ccccc1)C(O)(c1ccccc1)c1ccccc1 (stereo not given)	-3.0	·	-1.1
19	CCCOc1ccc(S(=O)(=O)N2C(=O)CC(=O)N(Cc3ccc(OCC)cc3)C2=O)cc1	-1.7	·	-0.9
20	COc1ccc(-c2cc(C(=O)O)c3c(C)nn(-c4ccccn4)c3n2)cc1	-7.6	·	0.6
21	CN1CCc2nc(SCc3ccc(Cl)cc3)c(C#N)c(-c3cccs3)c2C1	6.0	·	3.2
22	CC(C)CC1c2[nH]c3ccccc3c2CCN1C(=O)c1cnccn1 (stereo not given)	-4.5	·	-0.2
23	CC[N+](CC)(CCO)CCCN1C(=O)C2CC=C(Cl)CC2C1=O (stereo not given)	-1.8	-1.3	0.1
24	NS(=O)(=O)c1ccc(NC(=O)N2c3ccccc3Sc3ccccc32)cc1	-1.0	0.3	-1.0
25	c1ccc(CN2C3=NCCCN3c3ccccc32)cc1	-5.9	-0.5	0.1

Following part:
cpd | Scp-1 inhibitor | TbMetRS inhib | MsrA inhibitor | structure
26 | -9.3 | -0.2 | 1.4 | CCOc1ccccc1N1CC(C(=O)N2CCc3ccccc3C2)CC1=O (stereo not given)
27 | -0.5 | -1.2 | 1.1 | COc1ccccc1-c1noc(-c2ccco2)n1
28 | -12.3 | -1.0 | -0.8 | CCOC(=O)c1cnn(-c2nc(-c3ccccc3)cs2)c1C(F)(F)F
29 | -0.5 | -0.3 | -0.7 | CCO[C@@H]1OC(C(=O)N2CCN(Cc3ccccc3)CC2)=C[C@H](c2coc3ccccc3c2=O)[C@H]1CCCO

Screens from PubChem.
